MEP2-GFP yeast: modulators of TOR pathway MEP2-GFP in S. cerevisiae; AID 2016; 330,000 tested, 0.51% active; S. cerevisiae MEP2-GFP strain, flow cytometry GFP, 3 h; 100% = DMSO control level; GFP response vs DMSO, % at 10 µM;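 active = GFP response versus DMSO above a set limit, roughly screen mean plus 3 SD, cut at about 180% in these data; inconclusive = fewer than 70 cells counted for a yeast strain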;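 note: median GFP fluorescence of the barcode-gated MEP2-GFP cells per well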
LAP4 TOR yeast: modulators of TOR pathway LAP4-GFP in S. cerevisiae; 320,000 tested, 0.34% active; S. cerevisiae LAP4-GFP multiplex, flow cytometry GFP, 3 h; median GFP as percent of DMSO wells; GFP response vs DMSO, % at 10 µM;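 active = GFP response vs DMSO above a set limit, about the screen mean plus 3 SD, cut at about 150% in these data; inconclusive = under 70 cell events counted for the yeast strain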
RPL19A-GFP yeast: alters RPL19A-GFP fluorescence in TOR pathway yeast screen; S. cerevisiae RPL19A-GFP strain, flow cytometry, 3 h; hits give low values; percent response vs DMSO, % at 10 µM; 330,000 tested, 0.3% active; AID 2025;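 active = percent response vs DMSO below 50%; inconclusive = fewer than 70 events counted for the yeast strain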;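 note: median channel GFP fluorescence of the barcoded RPL19A-GFP strain; ratio of sample median GFP to plate DMSO average so 100% = DMSO; lower means less RPL19A-GFP as with rapamycin TOR inhibition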
ZTA counter: counter-screen for EBNA-1 inhibitors: inhibitors of Epstein-Barr virus ZTA; ZTA-DNA binding, fluorescence polarization; AID 2234; P03206; inhibition, % at 11 µM; 320,000 tested, 0.15% active; in the data active = inhibition above about 33%
EBNA-1 inh: blocks EBNA-1 binding to DNA | 300,000 tested, 0.34% active | EBNA-1 DNA binding, fluorescence polarization | inhibition, % at 14.8 µM | AID 1950; in the data active = inhibition above about 28%
proCasp3 act: activators of human procaspase-3; recombinant procaspase-3 D3A, Ac-DEVD-pNA absorbance 405 nm; activation, % at 8.5 µM; 330,000 tested, 0.11% active; AID 463141;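 active = activation above the mean of all tested compounds plus 3 SD, cut at about 21% in these data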;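 note: 0% = DMSO alone and 100% = DMSO wells spiked with extra 5 µM PC-3 D3A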
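Test system: Procaspase-3 D3A mutant, all three cleavage aspartates alanine | Dosing: Single dose, 8.5 µM nominal compound, 0.8% DMSO | Schedule: 1 h preincubation, 2 h reaction | Technique: 405 nm absorbance of p-nitroaniline, reads at 0 and 120 min | Repeats: One well per compound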
AHR activator: human AHR activation; P35869; AID 2796; activation, % at 5 µM; AHR-responsive luciferase reporter cells, luminescence; 320,000 tested, 2.5% active; in the data active = activation above about 47%;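 note: 0% = vehicle wells and 100% = reference agonist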
proCasp7 act: activates human procaspase-7, counter-screen for procaspase-3 activators | activation, % at 8.5 µM | AID 463210 | 330,000 tested, 0.093% active | P55210 | recombinant procaspase-7, Ac-DEVD-pNA absorbance 405 nm; D23A/D198A/D206A triple mutant, cannot self-cleave; scale: DMSO 0, 5 µM enzyme 100;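 active = percent activation above the screen-wide mean plus 3 SD, cut at about 25% in these data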
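Material: Procaspase-7 triple mutant (PC-7 D3A) | Quantity: 2 µM procaspase-7 mutant as dispensed | Reagent: DEVD-pNA substrate | Times: 1 h preincubation, 2 h reaction | Technique: 405 nm absorbance of p-nitroaniline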
The depositor's hits bear a star; ? = inconclusive; / = not tested or not shown.

SMILES	MEP2-GFP yeast	LAP4 TOR yeast	RPL19A-GFP yeast	ZTA counter	EBNA-1 inh	proCasp3 act	AHR activator	proCasp7 act
C/C(=N\NC(=S)NCCc1ccccc1)c1ccc(O)cc1O	98	102	102	0	15	-6	5	-16
O=C(Cn1cc([N+](=O)[O-])cn1)NCc1ccccc1Cl	107	/	104	5	4	-4	0	1
Cc1ccc(O)c(NC(=O)/C=C/C(=O)O)c1	100	106	96	8	-1	-16	7	-14
COc1ccc(C(O)(C(=O)NNc2ccc(C)cc2)c2cccs2)cc1 (stereo not given)	95	96	102	13	6	0	7	1
CC(=O)Nc1ccccc1OCC(=O)NC(C)c1ccc(F)cc1 (stereo not given)	101	92	101	2	-6	0	6	-4
O=C(Nc1ncccc1O)c1ccc(S(=O)(=O)N2CCCC2)cc1	95	99	92	-3	-6	7	2	-3
CCC(CC)NC(=O)Cc1ccc(S(=O)(=O)N2CCOCC2)s1	98	/	99	4	1	4	-1	4
Cc1nc2cc(NC(=O)N3CCC(c4ccccc4)C3)ccc2n1C (stereo not given)	97	91	98	-2	9	-2	-1	2
CN(CC(=O)Nc1cccc(F)c1)C(=O)CCC1CCCCC1	97	101	100	0	7	2	2	-4
CC(C)c1nnc(NC(=O)CC(C)c2ccccc2)s1 (stereo not given)	100	85	99	-5	-5	5	22	9
CCOc1cccc(/C=N/NC(=O)c2cccnc2)c1O	110	91	99	-7	3	3	14	17
O=C(O)CSc1nnc(-c2ccncc2)n1Cc1ccccc1	93	92	93	-13	-9	5	-1	8
COc1cccc(C2=NOC(C(=O)Nc3cccc(C(C)=O)c3)C2)c1 (stereo not given)	100	102	96	0	4	-1	1	3
O=c1c(-c2ccccc2)c(O)c2cccc3c2n1CCC3	105	119	107	-13	-16	6	7	-8
Cc1ccc(C)c(S(=O)(=O)c2c[nH]c(=S)[nH]c2=O)c1	96	95	99	-9	-9	-3	0	-6
O=C(Nc1ccc(C(=O)NC2CCCCC2)cc1)c1cncc(Br)c1	104	95	103	19	7	4	1	2
CN(C)S(=O)(=O)c1ccc(C(=O)NNc2nc(-c3ccccc3)c3cc(Br)ccc3n2)cc1	100	98	100	-6	2	5	1	4
O=S(=O)(/N=C(/Nc1ccc(F)cc1F)c1ccc(Cl)cc1)c1ccccc1	175*	139	83	-19	13	2	0	1
Cc1cc(O)c(C(C)C)cc1C1(c2cc(C(C)C)c(O)cc2C)OC(=O)c2ccccc21	103	94	101	0	-6	-2	-1	5
O=C(Cc1c(F)cccc1Cl)Nc1ccccc1C(=O)N1CCOCC1	106	96	105	-6	2	2	1	-11
CC1CCN(C(=O)CCNC(=O)c2ccccc2Cl)CC1	100	95	99	-6	3	-2	0	14
CC(=O)N1c2ccc(S(=O)(=O)NCC3CCC(C(=O)NCc4ccccc4)CC3)cc2CC1C (stereo not given)	103	107	98	-9	4	6	-1	2
O=C(CS(=O)CC(=O)N(CC(=O)NC1CCCC1)c1ccc2c(c1)OCCO2)Nc1ccc(F)cc1 (stereo not given)	104	105	102	14	-2	1	2	-8
O=C(NN1CC(=O)N(c2cc(Cl)cc(Cl)c2)CC1=O)c1sccc1Cl	97	106	96	0	9	-5	-2	5
CN(C)S(=O)(=O)c1cccc(NC(=O)c2cc3c(cc2Cl)N2CCCCCC2=NS3(=O)=O)c1	96	104	100	3	-3	3	2	4

Another view of some results above.
Compound | MEP2-GFP yeast | LAP4 TOR yeast | RPL19A-GFP yeast | ZTA counter | EBNA-1 inh | proCasp3 act | AHR activator | proCasp7 act
CN(CC(=O)Nc1cccc(F)c1)C(=O)CCC1CCCCC1 | 97 | 101 | 100 | 0 | 7 | 2 | 2 | -4
CC(C)c1nnc(NC(=O)CC(C)c2ccccc2)s1 (stereo not given) | 100 | 85 | 99 | -5 | -5 | 5 | 22 | 9
CCOc1cccc(/C=N/NC(=O)c2cccnc2)c1O | 110 | 91 | 99 | -7 | 3 | 3 | 14 | 17

The listing picks up with the 3 entries that preceded the break.
SMILES	MEP2-GFP yeast	LAP4 TOR yeast	RPL19A-GFP yeast	ZTA counter	EBNA-1 inh	proCasp3 act	AHR activator	proCasp7 act
O=C(CS(=O)CC(=O)N(CC(=O)NC1CCCC1)c1ccc2c(c1)OCCO2)Nc1ccc(F)cc1 (stereo not given)	104	105	102	14	-2	1	2	-8
O=C(NN1CC(=O)N(c2cc(Cl)cc(Cl)c2)CC1=O)c1sccc1Cl	97	106	96	0	9	-5	-2	5
CN(C)S(=O)(=O)c1cccc(NC(=O)c2cc3c(cc2Cl)N2CCCCCC2=NS3(=O)=O)c1	96	104	100	3	-3	3	2	4
CC(C)C(=O)N(Cc1ccccc1)c1ccccn1	101	103	102	2	4	9	-1	-11
O=C(c1cccn2c(=O)c3cc(Br)ccc3nc12)N1CCN(c2ccccn2)CC1	96	101	94	2	-4	-3	74*	6
COc1cc(/C=C/c2ccc3cccc(O)c3n2)ccc1O	106	123	100	-5	1	3	5	13
Cc1cc(C)nc(OC(=O)c2ccc(Cl)cc2Cl)n1	92	91	96	5	-12	-7	5	-1
CCc1cc(C(=O)NCCN(C)C)cs1	105	100	99	11	1	4	1	8
CSc1ccccc1NC(=O)COC(=O)/C=C/c1ccco1	113	116	98	/	/	-7	40	1
COc1ccccc1NC(=O)N1CCN(C(=O)Nc2ccccc2OC)CC1	102	102	102	-5	1	5	-2	-1
CC(OC(=O)CNC(=O)c1ccco1)C(=O)N(C)c1ccccc1 (stereo not given)	82	79	90	13	3	9	2	3
CC(=O)Nc1ccc(S(=O)(=O)NCCC(=O)NCCOc2ccccc2)cc1	104	100	97	-3	/	8	1	0
Cc1ccc(/C=N/NC(=O)C[n+]2ccccc2)o1	?	?	?	-10	5	11	1	3
Cc1ccc(CONC(=O)c2cccc(C)c2)cc1	104	99	92	2	/	-2	17	9
COc1ccccc1NC(=O)Cn1cnc2c(cnn2-c2ccccc2)c1=O	98	96	101	-2	-6	1	8	3
COc1cccc(C2/C(=C(\O)c3ccc(OC)c(OC)c3)C(=O)C(=O)N2c2cc(C)on2)c1 (stereo not given)	94	/	97	13	10	2	0	-16
COc1ccc(CNC(=O)CCC(=O)c2ccc(F)cc2)cc1OC	104	94	98	/	/	5	0	-3
CCN(C(=O)COC(=O)/C=C/c1cnc2ccccc2n1)C1CCS(=O)(=O)C1 (stereo not given)	103	102	101	16	1	0	2	1
Clc1ccc(C=NC23CN4CN(CN(C4)C2)C3)cc1	112	100	107	4	2	-1	-1	17
Cc1cc(C)c2c(CC(=O)O)c(C)[nH]c2c1	94	111	99	5	-12	3	14	-1
COC(=O)CSC1=C(C#N)C(c2ccc(C)cc2)C2=C(CCCC2=O)N1 (stereo not given)	103	101	101	-3	-4	1	-2	-4
COc1ccc(C(=O)NCc2ccc3[nH]c(C)cc3c2)cc1OC	94	105	95	-2	-20	-14	6	-3
O=C(c1cc2c(cc1Br)OCCCO2)N1CCCCC1	98	95	104	-11	-3	-9	-3	-8
COc1cccc(OCc2nnc(SCc3cc(=O)[nH]c4ccccc34)o2)c1	102	109	99	-19	-4	2	13	2
Cn1c(=O)[nH]c(=O)c2c1nc1n2CCS1	102	98	97	-4	11	-2	1	11
CC1(C)Cc2c(sc(NC(=O)c3ccco3)c2C#N)C(C)(C)N1	106	102	98	4	-4	6	-2	9
COCC(O)CSc1c([N+](=O)[O-])nc(C)n1Cc1ccc(OC)c([N+](=O)[O-])c1 (stereo not given)	90	91	86	-5	-1	0	-2	12
CC(C)CCn1c(SCC(=O)NC2CCS(=O)(=O)C2)nc2cc(Cl)ccc2c1=O (stereo not given)	98	109	98	-4	0	3	2	-3

In another format: results already given
structure: COC(=O)CSC1=C(C#N)C(c2ccc(C)cc2)C2=C(CCCC2=O)N1 (stereo not given)
  MEP2-GFP yeast = 103
  LAP4 TOR yeast = 101
  RPL19A-GFP yeast = 101
  ZTA counter = -3
  EBNA-1 inh = -4
  proCasp3 act = 1
  AHR activator = -2
  proCasp7 act = -4
structure: CCc1cc(C(=O)NCCN(C)C)cs1
  MEP2-GFP yeast = 105
  LAP4 TOR yeast = 100
  RPL19A-GFP yeast = 99
  ZTA counter = 11
  EBNA-1 inh = 1
  proCasp3 act = 4
  AHR activator = 1
  proCasp7 act = 8
structure: COc1ccccc1NC(=O)Cn1cnc2c(cnn2-c2ccccc2)c1=O
  MEP2-GFP yeast = 98
  LAP4 TOR yeast = 96
  RPL19A-GFP yeast = 101
  ZTA counter = -2
  EBNA-1 inh = -6
  proCasp3 act = 1
  AHR activator = 8
  proCasp7 act = 3
structure: COc1ccc(CNC(=O)CCC(=O)c2ccc(F)cc2)cc1OC
  MEP2-GFP yeast = 104
  LAP4 TOR yeast = 94
  RPL19A-GFP yeast = 98
  ZTA counter = /
  EBNA-1 inh = /
  proCasp3 act = 5
  AHR activator = 0
  proCasp7 act = -3

Next section.
SMILES	MEP2-GFP yeast	LAP4 TOR yeast	RPL19A-GFP yeast	ZTA counter	EBNA-1 inh	proCasp3 act	AHR activator	proCasp7 act
COC(=O)C1=NN(c2ccccc2)C2C(=O)N(c3ccccc3OC)C(=O)C12 (stereo not given)	106	99	104	-2	2	7	10	3
CC(C)NCC(O)c1ccc2ccccc2c1 (stereo not given)	101	106	101	9	4	3	-1	3
Cc1ccccc1OCCCN1CCCC1	101	117	106	8	0	-3	-2	2
Brc1ccc(CSc2nnc(-c3ccccn3)n2Cc2ccco2)cc1	94	105	95	-1	-19	-1	2	-1
O=C(Nn1cnc2ccccc2c1=O)c1ccccc1Cl	98	93	93	-1	2	7	3	-3
NCC(O)(c1ccc(Cl)cc1)c1ccc(Cl)cc1	101	91	108	-1	-6	-1	11	0
O=C(NC(NC(=O)c1ccccc1)c1cccc([N+](=O)[O-])c1)c1ccccc1	105	99	97	4	-9	0	1	-3
CCOc1ccccc1NC(=O)CN1CCC(NC(=O)c2ccccc2C)CC1	98	110	96	-8	-5	-2	14	-1
CCCCCOc1ccc(OC(=O)c2ccncc2)cc1	100	101	95	4	-19	1	2	10
COc1ccccc1OCC(=O)N1CCCC(Nc2ccc(C)c(C)c2)C1 (stereo not given)	106	106	99	2	3	1	15	1
O=C1CSC(c2cccc([N+](=O)[O-])c2)N1c1ccccc1 (stereo not given)	94	100	97	-11	9	0	0	-5
O=C(CCCOc1ccc(Cl)cc1)NC1CCCCC1	96	97	94	3	-9	8	0	6
N#Cc1cnc(SCC(=O)N2CCCC2)nc1N	102	69	104	-4	-1	3	1	2
COc1ccc(-c2sc(Nc3ccc(F)c(F)c3F)nc2CCC(=O)NN)cc1	105	98	106	-22	-6	-4	22	-6
C=CCn1c(P(=O)(O)c2ccccc2)nc2ccccc21	103	96	94	-12	-1	2	7	-6
